D1 antag: antagonists of human D1 dopamine receptor; P21728; HEK293 TREx D1 cells, calcium flux, dopamine EC80; active compounds read low; activity change, negative = inhibition, % at 10 µM; 360,000 tested, 3.2% active; AID 504652; in the data active = activity change below about -30%; also: % is scaled to controls: 0 for no effect and ±100 for the full control effect
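HEK293 T-REx cells expressing inducible, force-coupled D1 receptor; no-wash Ca dye, 30–90 min RT. Cmpd → 180 s read at 1 Hz → EC80 DA → 180 s read.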
RXFP1 ag: RXFP1 (human) receptor agonism | HEK293T-RXFP1 cAMP TR-FRET, 30 min; response scale: percent of porcine relaxin response, buffer zero | Potency, µM (titrated, usually from 57.5 µM), for inactives: at the highest dose activation, actives largely listed as activators | 370,000 tested, 0.3% active | AID 2676; active = well fitted activation curve with a large enough effect; inconclusive = small, poorly fitted or top-dose-only effect; also: potency is read from the fitted curve at half-maximal effect; % is scaled to controls: 0 for no effect and ±100 for the full control effect; nearly all actives have a fitted effect of over 60% in size; many of its hits are not listed in these tables
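Agonist response is measured as cAMP accumulation in an RXFP1-transfected HEK293T line under PDE4 inhibition. Values are scaled between buffer-only and 29 nM porcine relaxin, and EC50s come from standard Hill equation fits.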
D2 antag: antagonizes the human D2 dopamine receptor; P14416; HEK293 TREx D2 cells, calcium flux, dopamine EC80; inhibition, % at 10 µM; 340,000 tested, 2% active; in the data active = inhibition above about 30%; also: 0% is about no effect
Target sequence (P14416 whole entry, looked up): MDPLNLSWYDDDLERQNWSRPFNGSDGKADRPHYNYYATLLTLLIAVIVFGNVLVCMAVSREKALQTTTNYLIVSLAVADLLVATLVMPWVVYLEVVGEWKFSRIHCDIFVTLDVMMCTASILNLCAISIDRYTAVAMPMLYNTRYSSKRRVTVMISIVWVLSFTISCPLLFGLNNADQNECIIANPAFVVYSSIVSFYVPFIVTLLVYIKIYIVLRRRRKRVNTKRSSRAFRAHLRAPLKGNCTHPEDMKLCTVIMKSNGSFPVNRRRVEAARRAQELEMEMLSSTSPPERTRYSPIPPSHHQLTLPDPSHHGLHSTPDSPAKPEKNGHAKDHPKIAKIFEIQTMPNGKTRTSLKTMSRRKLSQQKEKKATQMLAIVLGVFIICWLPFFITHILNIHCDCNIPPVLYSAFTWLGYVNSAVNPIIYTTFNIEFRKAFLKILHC
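Tetracycline-induced HEK293 T-REx cells expressing D2 force-coupled to calcium signalling were dye-loaded, exposed to compound for 180 s, then challenged with an EC80 of dopamine; calcium flux was followed kinetically for a further 180 s.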
D2 PAM: positive allosteric modulators of human D2 dopamine receptor | P14416 | HEK293 T-REx D2, calcium flux, EC20 dopamine potentiation | potentiation, % at 10 µM | 340,000 tested, 0.34% active | AID 485347;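 active = potentiation over 3 SD above the plate norm, cut at about 30% in these data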; also: 0% is about no effect
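Potentiation of an EC20 dopamine calcium response measured kinetically over 180 s, after a preceding 180 s compound-only read flagging agonists. Cells: inducible Hek293 Trex D2 line, 4000/well, cultured overnight at 30 C before dye loading.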
D2 ag: agonists of human D2 dopamine receptor; activation, % at 2 µM; 340,000 tested, 0.53% active; HEK293 T-REx D2 cells, calcium flux agonist mode;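 active = activation over 3 SD above normal in the single-dose calcium agonist read, cut at about 30% in these data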; also: 0% is about no effect
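Agonism scored from kinetic calcium signal (1 read/sec, 180 s) following compound pin transfer, after a 10 s baseline. Cells: HEK293 Trex line expressing inducible D2 receptor coupled to calcium, dye-loaded after overnight culture at 30 C.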
D1 ag: human D1 receptor agonism | HEK293 T-REx D1 cells, calcium flux, agonist mode | activation, % at 2 µM | 360,000 tested, 1% active; in the data active = activation above about 30%; also: 0% is about no effect
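Tetracycline-induced HEK293 TREx D1 cells, force-coupled to calcium signalling, were dye-loaded with a no-wash calcium kit. Compound was pin-added after a 10 s baseline. Fluorescence was read kinetically at 1 cycle/s for 180 s, with calcium rises flagged as agonism.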
D1 potentiator: enhances dopamine response at the human D1 receptor; potentiation, % at 10 µM; HEK293 TREx D1 cells, calcium flux, dopamine EC20 potentiation; P21728; 360,000 tested, 0.036% active; in the data active = potentiation above about 30%; also: 0% is about no effect
RXFP1 antagonist: RXFP1 (human) relaxin receptor antagonism; Q9HBX9; HEK293-RXFP1, relaxin-stimulated cAMP HTRF, 30 min; active compounds read low; activity change, negative = inhibition, % at 57.5 µM; 350,000 tested, 0.59% active; AID 1259400;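 active = activity change of -60% or lower, but not beyond a set lower limit; inconclusive = change between -60% and -40%, or beyond the set limit; inactive = change above -40%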; also: % is scaled to controls: 0 for no effect and ±100 for the full control effect
TRHR PAM: allosterically enhances the human TRH receptor | P34981 | TRHR cells, fluo-8 calcium fluorescence, EC20 TRH enhancement | enhancement, % at 2 µM | 360,000 tested, 0.66% active; in the data active = enhancement above about 30%; also: 0% is about no effect
Target sequence (P34981 whole entry, looked up): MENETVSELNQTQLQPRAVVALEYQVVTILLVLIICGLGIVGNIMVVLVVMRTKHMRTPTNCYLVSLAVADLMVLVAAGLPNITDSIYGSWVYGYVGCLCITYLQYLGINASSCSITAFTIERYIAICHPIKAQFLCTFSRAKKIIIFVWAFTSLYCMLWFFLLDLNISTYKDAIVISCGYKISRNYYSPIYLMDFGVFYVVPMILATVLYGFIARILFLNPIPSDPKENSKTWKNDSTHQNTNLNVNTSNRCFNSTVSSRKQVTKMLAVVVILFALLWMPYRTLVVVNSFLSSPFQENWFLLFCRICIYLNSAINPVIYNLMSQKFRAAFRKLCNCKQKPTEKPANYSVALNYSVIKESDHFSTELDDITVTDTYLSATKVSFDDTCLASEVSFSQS
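TRHR-expressing cells loaded with fluo-8 calcium dye were read kinetically (ex 480/em 530) during compound addition, then stimulated with an EC20 of TRH (10 nM final). Enhancement of the Gq-mediated intracellular calcium response was scored.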
Active calls of the source: *; ? = inconclusive; / = not tested or not shown; [ ] = dose if it differs, or a comment.

mol	RXFP1 antagonist	RXFP1 ag	D2 ag	D1 antag	D2 antag	D1 ag	D2 PAM	TRHR PAM	D1 potentiator
COc1ccc(-c2noc(CCC(=O)NCCN(C)Cc3ccccc3)n2)cc1	-12	0.9%	-0.2	-10	8	4	-27	-1	-9
COc1ccc(C(=O)C(C)OC(=O)c2cccc(S(=O)(=O)Nc3cc(Cl)c(OC)cc3OC)c2)cc1 (stereo not given)	-1	2.6%	-0.1	0	0	2	3	-2	3
CC(C)OC(=O)C1C2C=CC3(CN(Cc4cccs4)C(=O)C13)O2 (stereo not given)	3	0.3%	-0.7	-1	1	3	6	-1	-1
CCCCN=C(Nc1ccc(Cl)cc1)c1cccnc1	-7	2.3%	-0.1	-9	1	4	-15	-2	-1
Cc1ccc2[nH]c(-c3cccc(F)c3)cc(=O)c2c1	/	5.1%	1.1	-16	-2	0	-5	-3	-3
C[C@@H]1O[C@@H](O[C@H]2[C@H](Oc3cc(O)c4c(c3)OC(c3ccc(O)cc3)CC4=O)O[C@H](CO)[C@@H](O)[C@@H]2O)[C@H](O)[C@H](O)[C@H]1O (stereo not given in full)	/	-1.1%	0.8	-21	-15	-1	5	-1	-3
COC(=O)C1=C(NC(=O)COc2ccc3ccccc3c2)CCS1	-13	0.2%	0.9	-8	7	3	-4	-5	-5
O=C1c2cccc3c(N4CCCCC4)ccc(c23)C(=O)N1c1ccccn1	-6	5.1%	37*	-27	-5	154*	0	14	-6
CCOC(=O)c1ccc2c(c1)nc(COc1ccccc1C#N)n2CC	/	2.6%	0.4	16	4	7	-22	1	-4
Cc1cccc(OCC(=O)Nc2cccc(C(=O)OCc3cc(=O)n4nc(C(C)C)sc4n3)c2)c1	20	3.9%	/	-1	/	5	1	-5	-1
Cn1c2ccccc2c2cc(/C=C(\NC(=O)c3ccccc3)C(=O)NCC(=O)O)ccc21	-6	-2.6%	2.2	-13	2	5	3	-7	-2
CCCN(Cc1nc2cc(Cl)ccc2c(=O)[nH]1)C(=O)c1ccc(S(=O)(=O)N2CCCC2)cc1	-7	-0.6%	1.1	-11	-25	5	-6	-8	-9

In the list so far, these contain a Cl atom:
mol	RXFP1 antagonist	RXFP1 ag	D2 ag	D1 antag	D2 antag	D1 ag	D2 PAM	TRHR PAM	D1 potentiator
COc1ccc(C(=O)C(C)OC(=O)c2cccc(S(=O)(=O)Nc3cc(Cl)c(OC)cc3OC)c2)cc1 (stereo not given)	-1	2.6%	-0.1	0	0	2	3	-2	3
CCCCN=C(Nc1ccc(Cl)cc1)c1cccnc1	-7	2.3%	-0.1	-9	1	4	-15	-2	-1
CCCN(Cc1nc2cc(Cl)ccc2c(=O)[nH]1)C(=O)c1ccc(S(=O)(=O)N2CCCC2)cc1	-7	-0.6%	1.1	-11	-25	5	-6	-8	-9

(more compounds)
mol	RXFP1 antagonist	RXFP1 ag	D2 ag	D1 antag	D2 antag	D1 ag	D2 PAM	TRHR PAM	D1 potentiator
Cc1ccccc1NC(=O)CSc1nccn1C	/	0.3%	-0.7	-22	/	1	-3	25	-3
O=C(OCC(=O)N1CCc2ccccc2C1)c1cccs1	?	0.8%	/	-12	/	3	/	-4	0
COc1ccc(NC(=S)NC(C)c2ccncc2)cc1OC (stereo not given)	8	-0.5%	0.4	/	-6	3	-2	-4	-7
COc1ccc2c(CNCc3ccco3)c(C(=O)O)n(Cc3cccc(F)c3)c2c1	-4	-0.1%	0.3	-22	/	0	0	2	-2
CC1(C)Oc2ccc(C(=O)N3CCc4ccccc43)cc2N(CC(=O)N2CCCC2)C1=O	-1	-0.6%	-0.1	6	-4	-1	6	2	-1
O=C(NCc1ccc(F)cc1)c1ccncc1	8	-1.4%	-0.7	8	-2	4	10	17	-5
CCc1ccc(C(=O)c2cn(CC(=O)Nc3ccc(F)cc3)c3cc4c(cc3c2=O)OCO4)cc1	/	3.9%	-0.8	1	/	5	11	5	4
CC(NC(=O)CSc1ncn[nH]1)c1ccc(Cl)cc1Cl (stereo not given)	1	0.2%	-1.6	5	-4	1	3	-5	-7
CCOc1ccc(-c2c(C(=O)N/N=C/c3cccc(Br)c3)nnn2-c2nonc2N)cc1	-5	1.1%	1.2	35	-11	4	-9	-4	1
Cc1cc(C)cc(OC(=O)CCN2C(=O)c3ccccc3C2=O)c1	2	1.8%	0.5	10	-5	-1	6	6	1
CCn1cc(SCC(=O)N2CCOCC2)c2ccccc21	1	0.6%	0.7	-11	-38	1	2	1	8
COc1ccccc1CCNC(=O)Cc1c(C)c2cc(Cl)c(O)cc2oc1=O	-1	18%	-1.0	14	/	1	9	12	0
COc1cccc(OCC(O)CNC(=O)c2oc3ccc(C)cc3c2C)c1 (stereo not given)	-5	0.0%	-0.2	9	-18	2	11	-1	-1
CCOC(=O)/C=C/C(=O)OCc1csc(CC(=O)Nc2ccccc2C)n1	-4	4.1%	0.9	9	-2	2	-2	6	-8
O=C(NCCN1CCCCC1)c1cc2ccccc2[nH]1	-1	0.4%	0.6	14	11	1	-19	-7	-5
CC1(C(=O)CSc2nc3ccccc3s2)CCC(=O)O1 (stereo not given)	-14	2.4%	0.2	12	7	1	8	2	-4
O=C(Nc1cccnc1)c1ccc(COc2ccccc2Cl)o1	-9	0.9%	-1.2	-7	0	4	-5	-2	-9
COc1ccc(-n2nnnc2C2CCN(S(=O)(=O)c3ccc(F)cc3Cl)CC2)cc1	-4	2.2%	0.9	1	/	4	6	-3	-3
COC(=O)CN(c1nc(C)c(Br)c(OC)n1)S(=O)(=O)c1ccc(C)cc1	-4	-0.3%	-0.7	5	-1	0	4	5	5
COc1cc(OC)cc(C(=O)Nc2ccc(S(=O)(=O)N3CCOCC3)cc2)c1	0	-0.4%	-1.1	-25	-8	-2	3	0	-6
CC(C)CN(CCC(=O)O)CC(C)C	0	-1.1%	0.5	-20	-12	1	-1	-3	-2
CC(=O)Nc1nc2c(ccc3ccccc32)s1	-9	-1.7%	-1.6	-23	-12	-2	-2	9	-6
Cc1ccccc1N/C=C/C(=C(C#N)C#N)N(C)C	5	-2.1%	0.1	-17	-14	1	-2	-5	-4
CC(=O)Nc1ccc(NC(=O)C(C)n2c3ccccc3c3nc(=O)cc(C)n32)cc1 (stereo not given)	-8	5.4%	0.5	-27	4	0	-2	-3	-8
CC(C)Oc1ccc(C(=O)Nc2ncn[nH]2)cc1	-7	1.7%	24	8	3	0	-4	-7	-12
CC(C(=O)O)N1C(=O)C2C3CC(C2C1=O)C1C(c2ccccc2)c2sc(=O)[nH]c2SC31 (stereo not given)	-1	-0.7%	1.7	-5	8	0	3	5	4
COc1ccc([C@]23Cc4c(ccc5ccccc45)C(O2)C2=C(CC4(CCCCC4)OC2=O)O3)cc1	/	1.3%[11.5 µM]	/	-9	/	2	/	0	0
COc1cc(NC(=O)Cn2nnc(-c3ccccc3N)n2)cc(OC)c1	10	0.1%	-0.5	3	14	5	-3	0	-3
CC1CCCCC1NC(=O)CN1CCN(S(=O)(=O)c2ccc(Br)s2)CC1 (stereo not given)	1	1.9%	1.0	17	14	1	-2	-6	-4
CCC(C)NCCOCCOc1ccccc1-c1ccccc1 (stereo not given)	-6	-0.9%	0.5	-1	9	5	-20	8	-8
CC1C(=O)C(C)(C)C(=O)OC1c1ccc([N+](=O)[O-])cc1 (stereo not given)	11	0.5%	1.0	-9	11	1	-10	-12	-3
CC1CCc2nc(NC(=O)C3CC3)sc2C1 (stereo not given)	-9	-0.5%	/	-6	/	9	/	4	-8
O=c1[nH]c2ccc(NCc3ccc(-c4ccc(Br)cc4)o3)cc2[nH]1	-14	9.3%	-2.3	-7	/	0	8	3	-2
COc1ccc(C2Nc3ccccc3C(=O)N2c2ccccc2)cc1Cn1cc([N+](=O)[O-])cn1 (stereo not given)	3	2.1%	-0.6	-4	-4	1	-6	9	0
Cc1cc(C)c(C)c(OCC(=O)NCc2nc(-c3ccccc3)no2)c1	-4	2.2%	-0.9	-3	-6	10	-4	10	2
COc1ccc(C(=O)N/N=C/c2ccc(OC)c(CN3CCc4cc(OC)c(OC)cc4C3C)c2)cc1 (stereo not given)	-24	0.0%	-1.2	-10	11	0	-19	-3	-6
C/C(=N/NC(=O)CNc1ccc(C)cc1)c1ccc(Cl)cc1	1	-0.6%	-2.9	4	24	3	0	2	-5
Cc1cc(=O)[nH]c(SCC(=O)N2CCCCCC2)n1	2	1.8%	-1.2	-15	-8	4	-9	7	-2
COc1ccc(C(=O)N2CCN(c3ccc(C)cc3)CC2)cc1OC	-7	0.3%	-0.4	-7	-3	2	6	-9	-5
NS(=O)(=O)c1ccc(CCNC(=O)C(=O)NCC2OCCN2S(=O)(=O)c2cc(F)ccc2F)cc1 (stereo not given)	-7	-3.7%	0.5	24	7	3	16	4	5
Cc1cccc(CN2CCN(Cc3ccc(-n4cccn4)cc3)CC2CCO)n1 (stereo not given)	5	0.8%	0.2	6	-3	2	3	0	-4
O=C(NN1CCN(Cc2ccccc2)CC1)c1ccc(N2CCOCC2)c([N+](=O)[O-])c1	-7	-0.1%	-0.9	-6	7	0	-2	3	-2
COc1cccc(-n2c(COc3ccc(C)cc3)nnc2SCC(N)=O)c1	-7	0.9%	-1.8	-2	8	0	8	3	0
CC1CCN(S(=O)(=O)c2ccc3c(ccc(=O)n3CC(=O)NCc3ccccc3)c2)CC1	-22	-0.5%	0.5	3	/	3	3	-7	-6
CCOc1ccccc1NC(=O)C(C)Sc1cc(-c2ccccc2)nc(C)n1 (stereo not given)	-29	3.7%	1.1	10	/	2	-3	-1	0
NNC(=O)c1nc[nH]c1C(=O)Nc1ccccc1[N+](=O)[O-]	-13	-1.2%	-0.2	-2	-1	3	5	4	-4
COc1ccc(C(=O)CCC(=O)Nc2ccc(OC)c(Cl)c2)cc1	-10	-1.9%	0.2	-23	/	2	-14	2	-2
Cc1cc(C)cc(NC(=O)c2cccnc2)c1	-1	0.0%	0.2	-7	7	-1	0	4	-3
O=C1CC(C(F)(F)F)=NN1	-21	0.1%	-0.5	3	3	3	9	2	1
COc1ccc(/C=N/NC(=O)c2ccoc2C)cc1OC	9	0.7%	1.2	-12	-7	1	9	-2	-5
O=C(Cc1ccccc1)Nc1ccccc1C(=O)Nc1ccccc1	0	-0.7%	-0.1	-6	-6	3	2	2	2
Cn1c(=O)c2c(nc(CN3CCc4ccccc4C3)n2Cc2ccccc2)n(C)c1=O	7	4.3%	1.4	-22	0	-3	-15	-3	-2

High-throughput results from PubChem BioAssay.

An excerpt; rates above refer to the full screens.
